Screening results as filed in PubChem BioAssay.
GPT2 inhibitor: blocks human glutamate pyruvate transaminase 2. Q8TD30. Recombinant GPT2, coupled pyruvate oxidase/HRP Amplex Red fluorescence. Potency, µM (series often up to 57.7 µM), for inactives: top-dose activity change, negative = inhibition, actives largely listed as inhibitors. hit rate 0.25% among 100,000. AID 1671188; note: potency is the fitted concentration of half-maximal effect; nearly all actives have a fitted effect of over 60% in size; many of its hits are not listed in these tables
Target sequence (Q8TD30 whole entry, looked up): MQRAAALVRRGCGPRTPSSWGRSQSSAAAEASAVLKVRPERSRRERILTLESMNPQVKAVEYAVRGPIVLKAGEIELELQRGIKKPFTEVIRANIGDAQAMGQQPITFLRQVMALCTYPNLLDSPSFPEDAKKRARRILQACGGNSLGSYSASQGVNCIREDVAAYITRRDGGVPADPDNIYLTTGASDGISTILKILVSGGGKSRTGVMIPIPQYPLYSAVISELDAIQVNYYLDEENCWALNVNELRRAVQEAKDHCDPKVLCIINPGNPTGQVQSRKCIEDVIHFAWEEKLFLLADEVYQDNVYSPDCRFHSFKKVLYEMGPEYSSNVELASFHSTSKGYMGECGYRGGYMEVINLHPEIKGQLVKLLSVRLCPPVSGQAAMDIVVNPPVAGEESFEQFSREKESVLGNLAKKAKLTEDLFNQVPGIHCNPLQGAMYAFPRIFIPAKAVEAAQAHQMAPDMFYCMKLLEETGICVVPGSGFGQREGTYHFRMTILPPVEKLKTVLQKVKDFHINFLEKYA
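GPT2 10ng/uL, a-KG 250uM, L-Ala 2mM, HEPES pH7.5 + 0.0001% Tween; 30 min RT. Then Amplex mix (PO/HRP/ThPP), 30 min RT dark, fluorescence. AOA 50uM used as positive control.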
SNCA expr inh: reduces expression of the alpha-synuclein gene. HEK-293 SNCA-luciferase knock-in, luminescence, 24 h. Potency, µM (top dose mostly 57.2 µM), for the others: top-dose activity change, negative = inhibition, most hits filed as inhibitors. hit rate 0.17% among 140,000. AID 1671194;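 note: potency is the fitted concentration of half-maximal effect; plate controls were DMSO cells for no effect and cell-free wells for full effect; nearly all actives have a fitted effect of over 45% in size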
IP6K1 inhibitor: inhibitors of human IP6K1 | Q92551 | hit rate 0.81% among 140,000 | activity change, % (series mostly up to about 58 µM) | IP6K1 kinase, ADP-Glo luminescence, 2 h; hits give low values; in the data active = activity change below about -25%
Target sequence (Q92551 whole entry, looked up): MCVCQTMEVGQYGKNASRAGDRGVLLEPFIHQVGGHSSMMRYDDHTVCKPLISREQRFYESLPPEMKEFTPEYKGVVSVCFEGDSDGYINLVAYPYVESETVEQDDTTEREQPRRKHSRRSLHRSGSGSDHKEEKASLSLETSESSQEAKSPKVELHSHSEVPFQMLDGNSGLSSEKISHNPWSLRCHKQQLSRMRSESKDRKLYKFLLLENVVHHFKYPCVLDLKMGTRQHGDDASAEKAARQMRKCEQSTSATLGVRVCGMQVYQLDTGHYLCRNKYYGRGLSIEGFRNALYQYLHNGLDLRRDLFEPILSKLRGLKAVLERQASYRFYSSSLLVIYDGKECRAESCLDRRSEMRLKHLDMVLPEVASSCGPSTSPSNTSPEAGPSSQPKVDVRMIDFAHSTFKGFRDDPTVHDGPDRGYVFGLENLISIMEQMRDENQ
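ADP-Glo luminescence measures ADP made by human IP6K1 during a 2 h RT reaction with ATP/IP6 (mix at 1.3 mM/130 uM); top library doses 57.5 and 19.1 uM final.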
SNCA viab count: reduces viability of HEK-293 SNCA reporter cells | hit rate 0.12% among 150,000 | Potency, µM (top dose mostly 57.1 µM), without a hit: top-dose activity change, negative = cytotoxicity, actives largely listed as cytotoxic | AID 1671193 | HEK-293-SNCA-luc viability, GF-AFC fluorescence, 24 h;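 note: potency is the fitted concentration of half-maximal effect; 0% = DMSO-treated cells and -100% = medium-only wells without cells; nearly all actives have a fitted effect of over 30% in size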
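Cytotoxicity counterscreen: after 24 h compound treatment of genome-edited SNCA-luciferase HEK-293 cells, live-cell protease substrate GF-AFC read by fluorescence after 30 min; activity scaled between DMSO (0%) and medium-only (-100%), curves Hill-fitted.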
Luciferase inh: blocks purified firefly luciferase enzyme activity; P08659; purified P. pyralis luciferase, luminescence, biochemical; Potency, µM (highest dose often 115 µM), for the others: at the highest dose activity change, negative = inhibition, usual class: inhibitors; hit rate 2.5% among 76,000; note: potency is the fitted concentration of half-maximal effect; nearly all actives have a fitted effect of over 65% in size
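Purified 10nM P. pyralis luciferase with 10uM D-luciferin and 10uM ATP in 50mM Tris acetate pH 7.5, 10mM Mg acetate, 0.01% Tween-20, 0.05% BSA. qHTS titration; luminescence read by CCD imager.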
HEK293 tox: cytotoxic compounds in HEK 293 cells. Potency, µM (titrated, usually from 115 µM), without a hit: at the top dose activity change, negative = cytotoxicity, hits mostly inhibitors. HEK 293 viability, ATP luminescence (CellTiter-Glo), 48-72 h. hit rate 6.6% among 94,000. AID 1345083; note: potency is the fitted concentration of half-maximal effect; nearly all actives have a fitted effect of over 60% in size
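ATP-coupled CellTiter-Glo luminescence served as viability read-out, recorded 10 min after reagent addition at room temperature. HEK 293 cells, 250 cells/well, had been incubated with pintool-transferred compound for 48 or 72 hr at 37 degree Celsius.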
NIH3T3 tox: kills NIH 3T3 cells. AID 1345082. Potency, µM (titrated, usually from 96.7 µM), for the others: top-dose activity change, negative = cytotoxicity, most hits filed as inhibitors. NIH 3T3 viability, CellTiter-Glo ATP luminescence, 48-72 h. hit rate 4.3% among 94,000; note: potency is the fitted concentration of half-maximal effect; nearly all actives have a fitted effect of over 55% in size
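ATP-dependent luminescence (CellTiter-Glo) served as the viability signal for NIH 3T3 cells treated with compound for 48 or 72 hr at 37 °C.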
* hit, by the source's call; i = inactive; u = inconclusive; x = not tested or not shown; [ ] = dose if it differs, or a comment. Unless noted, calls come from the whole dose curve; as a rule, active = well fitted curve in the direction sought with a large enough effect; inconclusive = small, poorly fitted or top-dose-only effect, or another doubt; inactive = no such curve, though single readings can be large; an effect the other way counts as inactive or inconclusive. Unless noted, % is set by controls: 0 for no effect and ±100 for the full control effect.

SMILES	GPT2 inhibitor	SNCA expr inh	IP6K1 inhibitor	SNCA viab count	Luciferase inh	HEK293 tox	NIH3T3 tox
CCN1c2cc(C(=O)Nc3ccc(OC)cc3OC)ccc2C(=O)N2CCCCC21 (configuration not stated)	i	-2%	6	-7%[12.5 µM]	-1%	u	u
COCCOc1ccnc(-c2noc([C@@H]3CCCN3Cc3ccc(C(=O)O)cc3)n2)c1	5%[88.5 µM]	21%[87.6 µM]	6	1%[87.6 µM]	-21%[172 µM]	-6%[172 µM]	u
COc1ccc(OC)c(C2C(C(=O)Nc3ccc(C)cc3C)=C(C)Nc3c(C(=O)Nc4ccc(F)cc4)cnn32)c1 (configuration not stated)	x	-7%	-2	16%	x	x	x
C[C@@H]1C(=O)O[C@H]2[C@H]1CC[C@@]1(C)Cc3sc(NS(=O)(=O)c4ccc(Cl)cc4)nc3[C@@H](C)[C@H]21	-5%	-17%	-5	1%	u	u	u
COc1ccc(CNC(=O)N2CCC(N3CC4CC(C3)[C@H]3CCCC(=O)N3C4)CC2)cc1 (some centres not stated)	i	9%	3	7%	6%	4%	4%
CN1C(=O)[C@H]2CN(Cc3cn[nH]c3-c3ccc(F)cc3)C[C@H]2C1=O	i	5%	13	2%	0%	3%	3%
O=C(Nc1ccccc1)N1CCC(C(=O)N2CCC(N3CCOCC3=O)CC2)CC1	i	26%	-14	-3%	x	0%	i
CCN(CC)C(=O)c1onc(-c2ccc(OC)cc2)c1[C@H](C)O	3%[88.5 µM]	55%[activator][87.6 µM]	-1	-1%[87.6 µM]	-11%[172 µM]	-4%[172 µM]	-2%[138 µM]
O=c1[nH]c(N2CCOCC2)nc2c1CCN(Cc1cc(F)cc(F)c1)CC2	-14%	-16%	4	-7%	10%	-25%	-12%
COc1ccc(OC)c(S(=O)(=O)Nc2cc3c(cc2C)n(C)c(=O)c(=O)n3C)c1	x	-2%	-1	14%	x	x	x
CN1C(=O)[C@H]2CN(Cc3ccccc3Cl)C[C@H]2C1=O	i	-17%	1	6%	0%	-5%	i
COc1cccc(CN2CCc3nc(N4CCN(C)CC4)[nH]c(=O)c3CC2)c1OC	-12%	41%[activator]	0	2%	6%	13%	i
COc1ccc(CC(=O)NC2CCCN(c3cc(-c4ccc(Cl)cc4)[nH]n3)C2)cc1OC (configuration not stated)	-19%	-21%	5	4%	5%	22µM*	u
COc1ccc(-c2noc(-c3nc(C(C)C)no3)n2)cc1	i	74%[activator]	-5	-1%	11µM*	u	-5%
COc1ccc(Cn2c(C3CCN(C(=O)COc4cccc(C)c4)CC3)n[nH]c2=O)cc1	3%	0%	-6	-5%	-3%	-3%	u
CNC(=O)c1cc(C)nc2onc(C3CCN(C(=O)OC)CC3)c12	x	x	-2	x	x	-10%[172 µM]	-20%[138 µM]
CCOc1ccccc1NC(=O)Cn1cnc2sc(C)c(S(=O)(=O)N3CCC(C)CC3)c2c1=O	x	28%	33	-5%	x	x	x
O=C(Nc1cccc(Cl)c1)c1csnn1	x	90%[activator]	-19	-2%	x	x	x
Cc1ccccc1C(=O)N1CCC(C(=O)N2CCC(N3Cc4cccn4C3=O)CC2)CC1	i	-5%	0	0%	x	u	-20%
CCc1cccc(NC(=O)Cn2c(N3CCc4ccccc4C3)nc(C)cc2=O)c1	i	-14%	17	-8%	-5%	u	28µM*
Cc1ccc(CNc2ncnc3onc(-c4ccc(F)cc4)c23)cc1	x	19%	-10	31%	x	x	x
O=C(c1ccco1)N1CC(Oc2ccccc2-c2nc(-c3ccccc3)no2)C1	i	-26%	-9	u	u	25µM*	32µM*
COc1ccc2c(c1)CCc1c(C(=O)Nc3cnn(Cc4ccc(Cl)cc4Cl)c3)noc1-2	x	11%	13	16%	x	x	x
COc1c(C)cnc(Cn2cnc3c(Cl)nc(N)nc32)c1C	i	u	x	-12%	x	x	x
Cc1ccc(CN2CCCc3nc(C)nc(-c4ccc(O)cc4)c3C2)cc1	i	16%	10	8%	0%	u	u

Whole records from above.
Profile of CN1C(=O)[C@H]2CN(Cc3cn[nH]c3-c3ccc(F)cc3)C[C@H]2C1=O = GPT2 inhibitor: i; SNCA expr inh: 5%; IP6K1 inhibitor: 13; SNCA viab count: 2%; Luciferase inh: 0%; HEK293 tox: 3%; NIH3T3 tox: 3%
Profile of COc1ccc(Cn2c(C3CCN(C(=O)COc4cccc(C)c4)CC3)n[nH]c2=O)cc1 = GPT2 inhibitor: 3%; SNCA expr inh: 0%; IP6K1 inhibitor: -6; SNCA viab count: -5%; Luciferase inh: -3%; HEK293 tox: -3%; NIH3T3 tox: u

Next section:
SMILES	GPT2 inhibitor	SNCA expr inh	IP6K1 inhibitor	SNCA viab count	Luciferase inh	HEK293 tox	NIH3T3 tox
COc1ccc(OCC(O)CN2CCC(=O)N(Cc3ccccc3)Cc3sccc32)cc1 (configuration not stated)	x	x	9	x	x	u	u
O=C(C1CCC1)N1CCC(c2noc(-c3cccnc3)n2)C1 (configuration not stated)	i	8%	-2	5%	4%	12%	i
COc1ccc(C(=O)NC2CCN(Cc3cccc(-c4ccc(F)c(F)c4)c3)CC2)cc1	u	u	-7	-13%	x	u	22µM*
O=C(NCCc1ccccc1)c1cn2cc(-c3cccc(C(F)(F)F)c3)sc2n1	i	-1%	6	-5%	x	u	-12%
COc1ccc(-c2nccc3c(=O)cc(N4CCOCC4)oc23)cn1	i	18%[87.6 µM]	-5	-7%[87.6 µM]	-2%[172 µM]	-10%[172 µM]	u
COc1ccc(Cn2nnc3c(=O)[nH]c(C4CCCN(C(=O)c5ccc(C)cc5)C4)nc32)cc1 (configuration not stated)	x	13%	-4	u	x	x	x
COc1ccc(OC)c(C2c3c(oc4ccc(C)cc4c3=O)C(=O)N2CCCN(C)C)c1 (configuration not stated)	x	13%	-7	-25%	x	x	x
COc1cccc(CC(=O)NC2CCCN(c3cc(-c4ccc(F)cc4)[nH]n3)C2)c1 (configuration not stated)	-10%	4%	0	-10%	5%	-24%	-15%
COc1cc2c(cc1C(=O)N1CCC3(CCCN(C)C3=O)C1)CCC2 (configuration not stated)	-23%	-13%	0	4%	-1%	-14%	-18%
CCS(=O)(=O)N1CC(=O)N(c2ccc(Cl)cc2C)C(C)(C(=O)NC2CCCCCC2)C1 (configuration not stated)	x	14%	-7	2%	x	x	x
C[S+](=O)([O-])N1CCC(Cn2ccc3c(N4CCOCC4)nc(-c4ccc(F)cc4)cc32)CC1	u	-29%	11	2%	6%	-24%	u
COC(=O)[C@H]1CN(C(C)=O)CCN1C(C)=O	1%[88.5 µM]	-20%[87.6 µM]	13	-5%[87.6 µM]	4%[230 µM]	-7%[230 µM]	i
CCCC(=O)N1Cc2ccccc2CC2(CCCN2Cc2ccc(OC)cc2)C1 (configuration not stated)	-1%	0%	-12	9%	x	-13%	-4%
COc1ccccc1/C=C/c1nc(C#N)c(NC2CCCCC2)o1	x	68%[activator]	4	u	x	x	x
COc1ccc(CNC(=O)C2CCN(S(=O)(=O)c3ccc4nc5c(c(C(=O)O)c4c3)CC(C)CC5)CC2)cc1 (configuration not stated)	x	7%	-20	-8%	x	x	x
O=C(NCc1ccccc1)c1ccc2c(c1)nc1n2CCOC1	x	89%[activator]	-6	5%	x	x	x
CC(C)Oc1cccc(C(=O)Nc2ccc3oc(-c4ccccc4)nc3c2)c1	x	45%[activator]	8	-11%	x	x	x
COC1CN(C2CCN(C(=O)NC(C)C)CC2)C12CCOCC2 (configuration not stated)	-22%	-8%	-1	8%	4%	i	-6%
C=CCOc1cccc(-c2nc(C(=O)N(C)Cc3ccccc3)cs2)c1	-1%	14%	-7	-3%	-2%	u	u
CC(C)Cc1cc(Cn2cc(-c3cncnc3)nn2)no1	i	0%	0	-19%	-4%	i	-22%
COc1ccc(NC(=O)N[C@H]2CO[C@H]3[C@@H]2OC[C@H]3OC(=O)Nc2ccc(OC)cc2)cc1	3%	80%[activator]	-8	-7%	u	-9%	i
CCOC(=O)c1ccc(CN(Cc2ccc(F)cc2)S(=O)(=O)c2cc(C(=O)Nc3ccccc3CC)ccc2F)cc1	x	u	22	20%	x	x	x
Cc1nn(-c2ccccc2)c2c1C(C(C)C)N(C1CCN(C(=O)Cc3ccccn3)CC1)C2=O (configuration not stated)	x	x	6	x	x	u	u
COCCCn1c(C)cnc1CC1CCN(S(=O)(=O)c2cccs2)CC1	i	-7%	22	3%	x	3%	-31%
COc1ccc(NC(=O)Cn2nc3n(c2=O)CCCCC3)cc1	i	6%	9	9%	5%	16%	i
SMILES	GPT2 inhibitor	SNCA expr inh	IP6K1 inhibitor	SNCA viab count	Luciferase inh	HEK293 tox	NIH3T3 tox
C[S+](=O)([O-])N1CCn2c(nnc2C(N)c2ccccc2)C1 (configuration not stated)	-2%	-2%	8	-4%	x	i	i
Cc1cc(CNC(=O)CC2C=CS(=O)(=O)C2)c2[nH]c(-c3ccccc3)c(C)c2c1 (configuration not stated)	-5%	80%[activator]	10	3%	6.3µM*	45µM*	40µM*
COCCNC(=O)[C@@H]1C[C@H](Oc2ccccc2)CN1C(=O)CCc1c(C)nn(C)c1C	-2%	-2%	9	-1%	6%	3%	3%
Cc1ccc(C(=O)N2CCC[C@H]2c2nc(-c3ccccc3Cl)no2)cc1C	i	6%	15	-4%	-22%	u	u
COc1ccccc1-c1nc2n(n1)C(c1ccccc1Cl)C(C(=O)Nc1cccnc1)=C(C)N2 (configuration not stated)	x	1%	2	-21%	x	x	x
CC1OC(O[C@H]2CC[C@@]3(C)C(CC[C@]4(C)C3CC=C3C5CC(C)(C)CC[C@]5(C(=O)OC5OC(CO)C(OC6OCC(OC7OCC(O)C(O)C7O)C(O)C6O)C(O)C5O)CC[C@]34C)C2(C)C)C(O)C(O)C1OC1OC(CO)C(O)C(OC2OC(CO)C(O)C(O)C2O)C1O (some centres not stated)	i[11.5 µM]	x	-8	9%[12.5 µM]	x	x	x
Cc1nc(CC(=O)N2CCC(Cc3nnc(CO)n3C)CC2)cs1	4%	-22%	1	3%	4%	3%	0%
O=C(C1CCCN(c2cnn(Cc3ccccc3)c(=O)c2)C1)N1CCCN(c2ncccn2)CC1 (configuration not stated)	i	-8%	17	4%	-1%	i	-13%
COc1ccc(C=Cc2cc(OC)c(OC)c(OC)c2)cc1NC(=O)[C@H](N)CO	i	9%	x	u	x	x	x
CN(C)C(=O)c1ccc2c(c1)NC(C)(CCCCc1ccccc1)CO2 (configuration not stated)	-3%[88.5 µM]	u	-9	10%[87.6 µM]	-1%[172 µM]	u	u
CN1[C@@H](CCC(=O)N2CCOCC2)CNC(=O)[C@@H]2[C@H]1CCN2Cc1nc2ccccc2n1C	-18%	10%	-12	-1%	-3%	2%	u
Cc1cc(Cl)ccc1-c1ccc(C=O)cc1	-3%[88.5 µM]	4%[87.6 µM]	-18	-12%[87.6 µM]	x	-20%[172 µM]	u
